Assay outcomes deposited in PubChem by several laboratories.
ROMK mod = ROMK potassium channel modulators, primary screen, cell-based, thallium flux, MLSMR library; ATP-sensitive inward rectifier potassium channel 1 (Homo sapiens), P48048; Tet-inducible ROMK, thallium flux fluorescence; actives lie on both sides; B-score at 10 µM; 130,000 tested, 2% active;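 active means signal ratio slope over the read window, or its plate-corrected B-score, at least 3 SD from the plate mean, either direction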;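 further: B-score of the F/F0 ratio slope over 7 to 12 s after thallium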
Target sequence (P48048 whole entry, looked up): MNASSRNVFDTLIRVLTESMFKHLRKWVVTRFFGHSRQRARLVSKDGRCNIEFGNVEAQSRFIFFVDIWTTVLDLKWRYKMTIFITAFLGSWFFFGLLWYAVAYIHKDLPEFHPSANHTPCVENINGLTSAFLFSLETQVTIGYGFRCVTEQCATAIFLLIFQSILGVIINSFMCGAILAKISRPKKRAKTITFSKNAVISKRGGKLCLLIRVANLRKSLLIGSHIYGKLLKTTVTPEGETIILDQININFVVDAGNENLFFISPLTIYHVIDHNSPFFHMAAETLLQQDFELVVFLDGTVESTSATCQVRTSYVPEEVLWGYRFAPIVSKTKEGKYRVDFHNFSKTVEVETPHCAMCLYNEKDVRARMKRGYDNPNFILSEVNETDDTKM
FLuc stim CS = FLuc activators, initial screening, artefact control for FLuc-dependent activation tests, biochemical, ATPlite luminescence; activation factor at 10 µM; Luciferin 4-monooxygenase (Photinus pyralis), P08659; 200,000 tested, under 10 active; ATPlite luciferase biochemical, 10 min; 0 = ATP-free wells, 1 = DMSO control;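 active means luciferase activation factor, scaled between plate controls, of at least 2 with compound at 10 µM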
Target sequence (P08659 whole entry, looked up): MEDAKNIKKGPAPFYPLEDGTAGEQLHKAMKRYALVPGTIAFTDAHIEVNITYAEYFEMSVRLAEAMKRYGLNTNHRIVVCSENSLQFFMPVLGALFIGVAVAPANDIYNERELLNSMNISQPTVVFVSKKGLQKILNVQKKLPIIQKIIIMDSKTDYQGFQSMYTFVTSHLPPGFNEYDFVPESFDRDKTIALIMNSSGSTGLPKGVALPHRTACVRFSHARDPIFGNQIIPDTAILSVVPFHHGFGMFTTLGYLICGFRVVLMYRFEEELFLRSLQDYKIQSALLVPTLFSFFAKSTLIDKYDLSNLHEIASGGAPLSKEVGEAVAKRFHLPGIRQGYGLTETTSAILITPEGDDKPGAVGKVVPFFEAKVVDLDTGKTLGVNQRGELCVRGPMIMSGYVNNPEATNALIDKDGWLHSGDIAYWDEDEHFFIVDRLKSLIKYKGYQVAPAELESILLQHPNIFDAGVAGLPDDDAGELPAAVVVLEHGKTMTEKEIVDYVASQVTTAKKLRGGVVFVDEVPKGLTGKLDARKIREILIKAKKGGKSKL
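Assay system: Luciferase/luciferin detection reagent, cell-free biochemical luciferase assay / Also added: ATP substrate / Schedule: 10 min at ambient temperature / Measured by: luminescence measurement of luciferase light output / Benchmarks: low control with PBS replacing ATP, high control enzyme plus ATP without compound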
APP 5'UTR act = activators of APP 5'UTR luciferase reporter, primary screen, SH-SY5Y cells. SH-SY5Y APP 5'UTR luciferase reporter, luminescence; zero percent = DMSO vehicle wells. activation, % at 2 µM. 190,000 tested, 1% active;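 active means activation above a set limit, based on mean plus 3 SD of controls, cut at about 140% in these data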; further: values of inactives mirror those of a sister screen read the other way
NF-kB neuron act = activators of NF-kB expression in neurons, primary screen, cell-based, HTS | human neuronal cells, NF-kB reporter expression; active compounds read high | AID 1239, 2008 | fold change at 12.5 µM | 190,000 tested, 1.6% active; in the data active means fold change above about 3.3
APP 5UTR inh = inhibitors of APP translation via 5'UTR reporter, primary screen, APP 5'UTR luciferase, SH-SY5Y cells; SH-SY5Y APP 5'UTR-luciferase reporter, luminescence; inhibition, % at 2 µM; 190,000 tested, 0.82% active; AID 1285, 2008;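 active means inhibition above a set limit, derived from the sample mean plus 3 SD, cut at about 45% in these data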; further: values of inactives mirror those of a sister screen read the other way
STAT1 inh = STAT1 signaling inhibitors, primary screen, cell-based, HTS, luciferase reporter. inhibition, % at 5.5 µM. 200,000 tested, 0.35% active. NIH 3T3 STAT1-luciferase reporter, IFN-gamma, luminescence;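 active means inhibition above a set limit, the mean inhibition across all tested compounds plus 3 SD, cut at about 34% in these data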;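 further: 0% = IFN-gamma with DMSO and 100% = IFN-gamma with 300 µM nifuroxazide; values of inactives mirror those of a sister screen read the other way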
STAT3 inh = IL-6 driven STAT3 reporter inhibitors, primary screen, U3A cells, luciferase, luminescence, MLSCN library. AID 862, 2007. inhibition, % at 5.5 µM. 190,000 tested, 0.89% active. IL-6 STAT3-luciferase reporter; host cell line lacks STAT1;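 active means inhibition above the mean inhibition across all screened compounds plus 3 SD, cut at about 44% in these data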;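 further: 0% = DMSO only wells and 100% = 100 µM nifuroxazide control wells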
FLuc inhib CS = firefly luciferase enzyme inhibitors, primary screen, artefact control for luciferase-based inhibitor screens, biochemical, luminescence, ATPLite. Luciferin 4-monooxygenase (Photinus pyralis), P08659. 10 min. inhibition, % at 10 µM. 200,000 tested, 1.5% active;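 active means inhibition above about 50% when tested at 10 µM, limit read from the data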
STAT3 activator = IL-6 driven STAT3 reporter potentiators, primary screen, U3A cells, luciferase, luminescence, MLSCN library. 190,000 tested, 0.91% active. activation (% of control), % at 5.6 µM. AID 871, 2007. IL-6 STAT3-luciferase reporter; 100% = signal with IL-6 EC80 alone;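 active means activation above the screen-wide mean of compound activation plus 3 SD, cut at about 130% in these data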;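 further: 0% = background luminescence of wells with medium and substrate only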
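Test system: Human STAT1-deficient U3A cells with stable STAT3-luciferase reporter | Also added: Interleukin-6, 33 ng/mL | Timing: Compound pre-incubation 1 h before IL-6, then 6 h stimulation at 37 °C | Technique: Luciferase reporter luminescence | Read-out: Percent of IL-6-only median luminescence | Benchmarks: IL-6-only wells as 100% reference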
STAT1 act = STAT1 signaling activators, primary screen, cell-based, HTS, luciferase reporter; 200,000 tested, 2.6% active; NIH 3T3 STAT1-luciferase reporter, IFN-gamma, luminescence; 100% = IFN-gamma alone, no compound; activation (% of control), % at 5.5 µM;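 active means activation above the screen-wide mean activation plus 3 SD, cut at about 130% in these data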;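 further: raw ratio to IFN-gamma control signal so 100% means no change and 0% no light; values of inactives mirror those of a sister screen read the other way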
* = called active by the depositor; x = no result given. The order is random, and some 7.1% of all compounds hit somewhere here.

SMILES | ROMK mod | FLuc stim CS | APP 5'UTR act | NF-kB neuron act | APP 5UTR inh | STAT1 inh | STAT3 inh | FLuc inhib CS | STAT3 activator | STAT1 act
Cc1ccc(CO/N=C/c2c(O)cc(C)oc2=O)cc1 | -0.46 | 0.9 | -21 | 1.1 | 21 | -8 | -2 | 13 | 103 | 107
CCOC(=O)C1=C(N)Oc2cc(C)n(C)c(=O)c2C1c1ccncc1 (stereo unspecified) | x | 1.1 | 0 | 1 | 0 | 0 | 4 | -5 | 102 | 101
CCOc1ccc(Nc2nc(Cc3nnc(SCC(=O)O)o3)cs2)cc1 | x | 0.8 | 10 | 0.93 | -10 | 0 | 6 | 23 | 100 | 100
O=C(Nc1nc(-c2ccccc2)nc2ccccc12)c1ccc(F)cc1 | -0.34 | 1.1 | -45 | 1.1 | 45 | -1 | 24 | -5 | 82 | 100
CCn1cc(C(=O)NCc2ccc3c(c2)OCO3)c(=O)c2cc(S(=O)(=O)N(C)C)ccc21 | -0.02 | 1 | 10 | 0.78 | -10 | 4 | 4 | -3 | 105 | 97
Cc1nn(S(=O)(=O)N(C)C)c(C)c1CN1C(=O)c2ccccc2C1=O | x | 1.1 | 5 | 0.87 | -5 | 7 | 6 | -5 | 97 | 93
Cc1cc(NS(=O)(=O)c2ccccc2)n(-c2ccccc2)n1 | x | 1.1 | 8 | 0.88 | -8 | 1 | 6 | -8 | 99 | 99
Cc1nc2nc[nH]n2c(=O)c1NC(=O)CCc1ccccc1 | x | 1 | 5 | 0.99 | -5 | -5 | 15 | -3 | 91 | 103
Cc1ccc(-c2cc(C(=O)NCc3ccccn3)c3ccccc3n2)cc1 | x | 0.6 | -10 | 0.63 | 10 | -13 | -3 | 38 | 109 | 111
C(=N\N1CCOCC1)/c1nc(-c2ccccc2)n2ccccc12 | 0.046 | 1 | -14 | 1.1 | 14 | -1 | 6 | -2 | 96 | 101
Cc1nn2c(CN(C(=O)CN3CCOCC3)c3ccccc3)nnc2c2ccccc12 | x | 1 | -9 | 1.1 | 9 | 11 | 27 | -3 | 80 | 90
COC(=O)c1[nH]c2c(c1C)C(=O)CC(c1ccccc1)C2 (stereo unspecified) | x | 1 | -96 | 3.1 | 96* | 0 | 2 | -4 | 103 | 100
N/C(=N\OS(=O)(=O)c1ccc(Br)cc1)c1ccncc1 | x | 1.1 | -3 | 1.1 | 3 | 5 | 10 | -7 | 95 | 95
CC1=NN(c2cccc(C(=O)O)c2)C(=O)/C1=C\C=C/c1ccccc1 | -8.3* | 0.8 | -9 | 1.8 | 9 | 11 | 5 | 21 | 103 | 88
N#C/C(=C\c1ccc(Sc2nc3ccccc3[nH]2)o1)c1ccccc1 | -1.3 | 1 | 16 | 0.9 | -16 | 6 | 15 | -4 | 92 | 95
Cc1ccc(Nc2c(-c3ccco3)nc3nc(C)cc(C)n23)cc1 | -0.073 | 1 | 35 | 1 | -35 | 5 | 11 | 0 | 95 | 95
CCc1ccc(N2CC(C(=O)NCc3ccc4c(c3)OCO4)CC2=O)cc1 (stereo unspecified) | 0.35 | 1.1 | -2 | 1.3 | 2 | -4 | 7 | -6 | 100 | 103
CCC(=O)NNc1nc2c(Cl)cccc2s1 | -1.4 | 1 | 6 | 0.98 | -6 | 7 | 1 | -2 | 108 | 94
O=C(Nn1c(O)c(C=C2N=c3ccccc3=N2)sc1=S)c1cccc(Cl)c1 | x | 1 | -5 | 1 | 5 | 0 | -1 | 2 | 110 | 105
O=C(NC1CCCCCC1)c1cc(-c2ccccn2)nc2ccccc12 | -0.39 | 1 | -24 | 1.1 | 24 | 5 | 5 | 0 | 99 | 95
CCOCCCNC(=S)N1CCCC(c2nc3ccc(C)cc3[nH]2)C1 (stereo unspecified) | 0.75 | 1.1 | 26 | 0.91 | -26 | 4 | 2 | -10 | 104 | 96
CCOc1c2ccc(C(=O)NC3CCCc4ccccc43)cc2nn1C (stereo unspecified) | -0.32 | 1 | -12 | 1 | 12 | -3 | 17 | -4 | 90 | 103
O=C(NCc1ccco1)c1cc2nc(-c3ccc4c(c3)OCO4)cc(C(F)(F)F)n2n1 | x | 1 | -17 | 1.1 | 17 | 6 | 18 | 0 | 87 | 94
NS(=O)(=O)c1ccc(CCNC(=O)c2cccc([N+](=O)[O-])c2)cc1 | -0.49 | 1 | -14 | 1.1 | 14 | -6 | 3 | -1 | 103 | 105
COC(=O)c1ccc(CNC(=O)c2coc3ccccc3c2=O)cc1 | 0.13 | 1.1 | 16 | 1.1 | -16 | -6 | 8 | -6 | 100 | 106

Four entries drawn at random from those above, as already listed:
SMILES | ROMK mod | FLuc stim CS | APP 5'UTR act | NF-kB neuron act | APP 5UTR inh | STAT1 inh | STAT3 inh | FLuc inhib CS | STAT3 activator | STAT1 act
NS(=O)(=O)c1ccc(CCNC(=O)c2cccc([N+](=O)[O-])c2)cc1 | -0.49 | 1 | -14 | 1.1 | 14 | -6 | 3 | -1 | 103 | 105
Cc1ccc(-c2cc(C(=O)NCc3ccccn3)c3ccccc3n2)cc1 | x | 0.6 | -10 | 0.63 | 10 | -13 | -3 | 38 | 109 | 111
CCc1ccc(N2CC(C(=O)NCc3ccc4c(c3)OCO4)CC2=O)cc1 (stereo unspecified) | 0.35 | 1.1 | -2 | 1.3 | 2 | -4 | 7 | -6 | 100 | 103
Cc1ccc(CO/N=C/c2c(O)cc(C)oc2=O)cc1 | -0.46 | 0.9 | -21 | 1.1 | 21 | -8 | -2 | 13 | 103 | 107

Remaining list, next part.
SMILES | ROMK mod | FLuc stim CS | APP 5'UTR act | NF-kB neuron act | APP 5UTR inh | STAT1 inh | STAT3 inh | FLuc inhib CS | STAT3 activator | STAT1 act
CC1CCN(S(=O)(=O)c2ccc(C(=O)Nc3ccccc3-c3nc4ccccc4[nH]3)cc2)CC1 | 0.13 | 1 | -14 | 0.9 | 14 | -3 | 8 | -4 | 96 | 103
CCOc1cc(S(=O)(=O)NCc2ccc3c(c2)OCO3)c(C)cc1C | x | 1.1 | -5 | 1 | 5 | 3 | 10 | -6 | 96 | 97
Cn1c(CSc2nc3ccccc3s2)nnc1SCC(=O)NCc1ccccn1 | 0.47 | 1 | 10 | 1.1 | -10 | -13 | -5 | 0 | 105 | 112
O=C(Cn1c(SCC(=O)N2CCc3ccccc32)nc2ccccc21)NC1CCCC1 | 0.55 | 1 | 0 | 1.2 | 0 | 6 | 1 | -1 | 103 | 92
O=C(COC(=O)c1cccc(C(=O)OCC(=O)c2ccc(Br)cc2)n1)c1ccc(Br)cc1 | 0.15 | 1 | 6 | 0.99 | -6 | 4 | 4 | 3 | 97 | 96
CN(C)C=Nc1ncc2c3ccccc3n(Cc3ccccc3)c2c1C#N | x | 1 | 1 | 0.99 | -1 | -7 | 17 | -3 | 91 | 105
COc1ccccc1NC(=O)CSc1ncnc2c1oc1ccccc12 | x | 1.1 | 6 | 1.1 | -6 | 0 | 16 | -10 | 95 | 100
c1csc(-c2nn3cnnc3c3ccccc23)c1 | -0.14 | 1.1 | 0 | 1.1 | 0 | -1 | 1 | -6 | 101 | 100
Cc1nc2c(C(=O)NCc3ccc4c(c3)OCO4)c[nH]n2c(=O)c1Cl | x | 1 | -2 | 1.1 | 2 | 0 | 12 | -2 | 98 | 100
O=C(O)CC1C(=O)NCCN1Cc1ccc(F)c(F)c1 (stereo unspecified) | x | 1 | x | 1.4 | x | 14 | 23 | 4 | 88 | 87
Cc1ccc(S(=O)(=O)NCc2ccc(C(=O)NCCCN3CCN(C)CC3)cc2)cc1 | x | 1.1 | 1 | 1 | -1 | 4 | 3 | -7 | 104 | 97
CC(=O)Nc1ccccc1NC(=O)C/C(C)=N/NC(=O)C(=O)Nc1cccc(Cl)c1C | 0.074 | 1 | -2 | 1.2 | 2 | -4 | 25 | 0 | 84 | 103
COCC(=O)OCC(=O)c1cc(C)n(-c2ccc(Br)cc2)c1C | -0.025 | 0.6 | 14 | 1.4 | -14 | -2 | 2 | 36 | 102 | 100
O=C(Nc1ccccc1C(F)(F)F)NC1CCCCCCC1 | -0.76 | 1 | -5 | 1.2 | 5 | -17 | -5 | -3 | 104 | 103
CCOCCCNC(=O)CNC(=S)N(Cc1ccc(C)cc1)Cc1ccco1 | 0.047 | 1.1 | -2 | 1.1 | 2 | 2 | 1 | -7 | 106 | 98
CN(C(=O)c1cc2nc(-c3ccco3)cc(C(F)(F)F)n2n1)C1CCCCC1 | x | 1 | 4 | 0.85 | -4 | -5 | 14 | 0 | 91 | 104
CC(=O)OC(CC(=O)O)C[N+](C)(C)C (stereo unspecified) | x | 1.1 | 13 | 1.1 | -13 | -3 | 4 | -5 | 99 | 103
Cn1c(SCc2ccc(C#N)cc2)nnc1-c1cccc(Cl)c1 | x | 1.1 | 1 | 0.97 | -1 | 5 | 22 | -8 | 83 | 95
COc1ccc(CC(=O)Nc2nnc(SCC(=O)NCc3ccco3)s2)cc1OC | 0.15 | 1 | -7 | 1 | 7 | 0 | 8 | -3 | 99 | 98
CCOC(=O)N1CCN(c2c(N3CCN(c4cccc(C)c4C)CC3)c(=O)c2=O)CC1 | x | 1 | 0 | 1.1 | 0 | -4 | 4 | -2 | 104 | 103
O=C(CN1C(=O)NC2(CCc3ccccc32)C1=O)Nc1ccc(N2CCOCC2)cc1 (stereo unspecified) | -0.0062 | 1 | 10 | 0.9 | -10 | -3 | -10 | -4 | 105 | 103
CN(C)C(CNS(=O)(=O)c1ccc(Cl)cc1)c1cccnc1 (stereo unspecified) | x | 1 | 12 | 0.97 | -12 | -1 | 0 | -2 | 107 | 100
Cc1ccc2cc(C#N)c(N3CCCN(S(=O)(=O)c4ccc(F)cc4)CC3)nc2c1 | -1.1 | 1 | 23 | 1.2 | -24 | 6 | 3 | -5 | 100 | 90
O=C(O)C(c1ccccc1)C1(O)CCCC1 (stereo unspecified) | x | 1 | 7 | 0.91 | -7 | -4 | 15 | -4 | 97 | 104
CCOC(=O)C(C(=O)OCC)c1cc(Br)c2noc3c2c1C(=O)c1ccccc1-3 | x | 1 | -11 | 1.7 | 11 | 9 | 7 | 0 | 101 | 92
COCCNC(=O)C(c1ccc(O)cc1)N(C(=O)CCC(=O)Nc1nccs1)c1ccc(C)cc1 (stereo unspecified) | 0 | 1.1 | -4 | 0.99 | 4 | -8 | -1 | -6 | 102 | 106
C=CCn1c(SCC(=O)Nc2cccc(OC)c2)nnc1-c1cccnc1 | x | 1 | 4 | 1.1 | -4 | 11 | 13 | 0 | 94 | 90
O=C(Cc1ccc(Br)cc1)N1CCCCCC1 | x | 1 | 40 | 1.7 | -40 | -20 | -9 | -1 | 111 | 119
CC(C)CC(=O)NC(=S)Nc1cccc(NC(=O)c2ccccc2Cl)c1 | 1.9 | 1.1 | 1 | 1 | -1 | -2 | 8 | -9 | 96 | 102
